# Mtb FBA inh: inhibits M. tuberculosis FBA enzyme. inhibition, % at 1 µM. actives 2.3% (n = 360,000). purified M. tuberculosis FBA, fluorescence read-out. P9WQA3; in the data active = inhibition above about 27%;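 also: 0% = vehicle and 100% = reference inhibitor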
# FadD28 binding: blocks FadD28 binding to the bisubstrate probe | fluorescence polarization | inhibition, % at 12.5 µM | actives 0.22% (n = 360,000); in the data active = inhibition above about 8.5%, passing the limit was not always enough
# TcdB inh: blocks C. difficile toxin B glycohydrolase activity; TcdB glycohydrolase enzymatic assay, plate reader; inhibition, % at 9.99 µM; actives 0.24% (n = 350,000); in the data active = inhibition above about 10%
# Target sequence (P18177 whole entry, looked up): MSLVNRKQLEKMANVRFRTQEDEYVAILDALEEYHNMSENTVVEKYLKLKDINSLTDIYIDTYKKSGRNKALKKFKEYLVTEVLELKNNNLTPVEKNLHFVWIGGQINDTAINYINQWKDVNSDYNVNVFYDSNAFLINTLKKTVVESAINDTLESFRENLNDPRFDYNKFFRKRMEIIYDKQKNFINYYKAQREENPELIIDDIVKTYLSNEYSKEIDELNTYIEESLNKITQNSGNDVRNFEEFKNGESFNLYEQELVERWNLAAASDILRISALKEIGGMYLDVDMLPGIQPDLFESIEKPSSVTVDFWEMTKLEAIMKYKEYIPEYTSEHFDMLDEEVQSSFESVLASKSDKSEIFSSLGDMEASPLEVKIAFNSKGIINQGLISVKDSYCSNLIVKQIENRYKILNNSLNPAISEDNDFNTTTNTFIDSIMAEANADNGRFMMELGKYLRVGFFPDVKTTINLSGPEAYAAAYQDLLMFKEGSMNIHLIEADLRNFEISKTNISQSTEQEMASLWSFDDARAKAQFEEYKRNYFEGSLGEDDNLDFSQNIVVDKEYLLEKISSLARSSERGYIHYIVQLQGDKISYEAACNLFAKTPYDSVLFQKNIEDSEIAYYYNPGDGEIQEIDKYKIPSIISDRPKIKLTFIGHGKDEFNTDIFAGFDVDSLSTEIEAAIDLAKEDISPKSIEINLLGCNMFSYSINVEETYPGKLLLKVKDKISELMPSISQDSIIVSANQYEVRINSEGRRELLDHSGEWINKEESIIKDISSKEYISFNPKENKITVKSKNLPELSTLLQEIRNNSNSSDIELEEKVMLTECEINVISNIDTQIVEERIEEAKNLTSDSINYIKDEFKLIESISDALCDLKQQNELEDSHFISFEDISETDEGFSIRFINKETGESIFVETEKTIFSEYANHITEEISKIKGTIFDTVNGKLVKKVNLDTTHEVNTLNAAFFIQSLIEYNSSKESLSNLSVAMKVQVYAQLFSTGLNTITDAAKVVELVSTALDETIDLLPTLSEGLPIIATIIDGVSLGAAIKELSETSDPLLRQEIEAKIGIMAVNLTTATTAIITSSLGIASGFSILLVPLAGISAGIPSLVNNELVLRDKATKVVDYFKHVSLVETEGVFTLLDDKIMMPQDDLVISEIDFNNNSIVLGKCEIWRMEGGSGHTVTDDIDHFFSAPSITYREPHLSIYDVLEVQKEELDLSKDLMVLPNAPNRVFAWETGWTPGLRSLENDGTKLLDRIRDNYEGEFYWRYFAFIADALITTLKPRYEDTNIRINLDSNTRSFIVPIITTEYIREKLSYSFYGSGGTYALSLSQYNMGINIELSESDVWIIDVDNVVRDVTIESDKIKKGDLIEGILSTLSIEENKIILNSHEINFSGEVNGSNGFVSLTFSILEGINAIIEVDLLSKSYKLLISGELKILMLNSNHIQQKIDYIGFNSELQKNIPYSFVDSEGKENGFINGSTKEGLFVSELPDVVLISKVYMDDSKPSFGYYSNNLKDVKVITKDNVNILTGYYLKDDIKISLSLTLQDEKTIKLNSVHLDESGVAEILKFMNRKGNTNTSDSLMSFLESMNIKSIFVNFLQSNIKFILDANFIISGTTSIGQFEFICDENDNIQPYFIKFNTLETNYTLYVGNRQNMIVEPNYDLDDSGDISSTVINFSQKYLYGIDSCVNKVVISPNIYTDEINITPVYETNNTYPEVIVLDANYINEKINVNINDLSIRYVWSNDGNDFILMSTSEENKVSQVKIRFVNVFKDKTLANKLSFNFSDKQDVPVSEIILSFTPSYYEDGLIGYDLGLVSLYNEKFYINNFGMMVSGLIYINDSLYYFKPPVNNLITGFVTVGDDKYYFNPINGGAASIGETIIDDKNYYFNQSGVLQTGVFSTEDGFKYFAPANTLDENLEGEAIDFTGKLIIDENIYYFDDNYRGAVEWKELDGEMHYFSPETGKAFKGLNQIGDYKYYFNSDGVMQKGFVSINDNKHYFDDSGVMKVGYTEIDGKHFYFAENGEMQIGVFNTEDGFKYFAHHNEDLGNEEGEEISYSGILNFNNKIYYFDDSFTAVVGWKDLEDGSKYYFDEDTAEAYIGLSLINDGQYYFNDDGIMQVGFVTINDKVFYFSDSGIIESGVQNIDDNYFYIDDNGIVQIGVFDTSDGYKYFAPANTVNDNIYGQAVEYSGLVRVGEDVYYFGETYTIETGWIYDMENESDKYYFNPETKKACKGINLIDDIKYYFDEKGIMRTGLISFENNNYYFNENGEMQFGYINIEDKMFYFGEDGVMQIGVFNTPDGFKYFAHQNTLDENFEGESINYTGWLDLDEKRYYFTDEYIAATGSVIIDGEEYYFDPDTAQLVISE
# Y pestis TopoI: blocks Yersinia pestis topoisomerase I activity; Y. pestis Topo-I cleavage product accumulation, plate reader; activity, % at 10 µM; actives 0.064% (n = 360,000); in the data active = activity above about 50%, passing the limit was not always enough; also: inactives centre near 2
# BH1578 lux ind: quorum light induction in luxS cqsA deficient V. cholerae; V. cholerae BH1578 lux reporter, luminescence, 6 h; activation, % at 18.7 µM; actives 0.16% (n = 350,000); AID 588436; in the data active = activation mostly above about 9.7%, no sharp cut-off; also: not every result past the cut was called active; inactives centre near 0; reference of the scale not given here
# UGM FP inh: inhibitors of M. tuberculosis UDP-galactopyranose mutase | P9WIQ1 | actives 0.06% (n = 320,000) | inhibition, % at 10 µM | purified UGM, fluorescence polarization probe displacement | AID 504406; in the data active = inhibition above about 10%, passing the limit was not always enough
# PfHsp40 rescue: compounds rescuing yeast from Plasmodium falciparum HSP40 toxicity. growth rescue, % at 12.5 µM. actives 0.68% (n = 340,000). S. cerevisiae expressing PfHsp40, growth rescue, ATP luminescence; in the data active = growth rescue above about 28%, passing the limit was not always enough;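 also: yeast W303a lacking pdr1 and pdr3 grown in galactose medium; growth measured after three days at 30 °C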
# GDH-TPI inh: GDH-TPI coupled enzyme inhibition counter-screen; GDH-TPI coupled enzyme counterscreen, NADH absorbance; inhibition, % at 4.8 µM; actives 1.2% (n = 360,000); AID 588335; in the data active = inhibition above about 30%;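 also: 0% = DMSO wells and 100% = wells lacking the enzyme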
# BioA inh: inhibitors of Mycobacterium tuberculosis BioA enzyme; purified M. tuberculosis BioA enzyme, plate reader; inhibition, % at 9.99 µM; actives 0.096% (n = 360,000); in the data active = inhibition above about 40%
# * marks the source's active call; other numbers are inactive results; i = inactive; . = not tested or not shown. An unsorted share of the library. Share with any hit: about 4.6%.
SMILES,Mtb FBA inh,FadD28 binding,TcdB inh,Y pestis TopoI,BH1578 lux ind,UGM FP inh,PfHsp40 rescue,GDH-TPI inh,BioA inh
Cc1nn(Cc2c(Cl)cccc2Cl)c(C)c1NC(=O)c1cn(-c2ccccc2)nc1-c1ccccc1,2,-0.6,.,19,-1.4,-0.7,0.3,-4,-0.8
COc1ccc(C(=O)Nc2cc(Cl)ccc2Cl)c(OC)n1,4,1.3,.,-2,i,-1.4,0.2,5,.
CC(=O)Nc1ccc(NC(=O)CS(=O)(=O)Cc2ccccc2)cc1,-2,-2.4,-0.8,0,i,-0.1,0.8,1,-0.2
Cc1cc2nc(N=C(N)N)nc(C)c2cc1C,7,-1.6,1.8,2,i,.,0.1,9,-1.2
CC(Cc1ccccc1)C(=O)NCCO (centres undefined),1,-0.6,-0.5,-1,-4.0,-2.8,-1.2,9,-2.2
CS(=O)(=O)N(CC(=O)N1CCOCC1)c1ccc2c3c(cccc13)CC2,9,-3.5,.,8,-0.2,1.1,0.5,-1,-1.1
COC(=O)C1C/C(=N/NS(=O)(=O)c2ccc(C)cc2)CS1 (centres undefined),0,-2.9,2.2,-8,0.5,-1.3,0.8,-1,0.1
CCOc1ccccc1N1Cc2ccccc2C1,2,0.9,.,3,-0.4,-2.1,-2.0,5,-1.2
O=C(NCc1ccco1)c1ccc(CS(=O)(=O)c2cccc(C(F)(F)F)c2)o1,-1,-0.9,.,1,-0.2,-0.6,-1.8,6,-0.7
COc1ccc(OC)c(CCNC(=O)CN2C(=O)CC(C)(C)S(=O)(=O)c3ccccc32)c1,4,1.6,0.5,-2,i,-0.5,1.8,3,-1.1
CCc1ccccc1N(CC(=O)NCc1ccco1)C(=O)c1snc(C(N)=O)c1N,13,-16,.,15,i,-1.8,0.0,7,0.7
O=C(O)c1nn(CC(=O)N2CCC(Cc3ccccc3)CC2)c(=O)c2ccccc12,0,.,0.7,38,-0.1,2.3,-0.4,-12,.
CC(C)C(NC(=O)c1ccccc1F)C(=O)NCC(c1ccco1)N1CCCCC1 (centres undefined),-1,0.2,5.2,-2,4.3,-1.7,0.8,9,-5.9
Cc1ccc2cc(/C=N/NC(=O)[C@H]3C[C@@H]3c3ccccc3)c(Cl)nc2c1,-3,-2.5,0.6,-4,-0.2,-1.0,0.3,17,.
CC(=O)NC(C)(c1ccccc1)c1nc(-c2cccc3cccnc23)cs1 (centres undefined),5,-0.7,0.5,17,i,.,.,6,1.6
Cc1cccc(C(=O)NC(=S)Nc2ccc3[nH]c(=O)[nH]c3c2)c1,2,-2.4,1.4,5,i,-2.2,-0.4,0,.
CCn1ncc(C(=O)Nc2ccc([N+](=O)[O-])cc2OC)c1C,0,-3.8,0.7,0,1.6,-1.0,0.8,23,-0.6
CCN1CCN(S(=O)(=O)c2ccc(Cl)c(C(=O)Nc3ccccc3N3CCOCC3)c2)CC1,0,-3.2,1.3,-5,-1.4,-0.9,-0.5,-6,-0.4
CC(=O)Nc1cnc(NC(=O)c2cccc(F)c2)cc1C,0,0.4,.,-7,-0.3,1.7,-0.6,4,-2.0
CNC(=O)CSc1nnnn1-c1cc(C)ccc1C,1,-4.7,.,2,-0.3,-1.6,0.7,-4,-3.5
O=C(NCc1ccccn1)C1CCN(C(=O)c2cc3sccc3n2Cc2ccc(F)cc2)CC1,4,0.6,1.8,5,0.0,1.3,0.6,5,39
CC(C(=O)Nc1cccnc1)c1ccc([N+](=O)[O-])cc1 (centres undefined),-1,-1.2,1.2,-4,-0.3,5.0,-0.7,2,.
Cc1ccc(NC(=O)C(OC(=O)c2ccc(NC(N)=O)cc2)c2ccccc2)cc1Cl (centres undefined),-1,-4.0,0.6,-10,-0.7,-1.3,5.4,-2,.
CN(C(=O)CN1C(=O)c2ccc([N+](=O)[O-])cc2C1=O)C1CCCCC1,1,-0.7,1.2,1,-2.0,-1.6,-2.1,4,0.5
N#C/C(=C/Nc1ccccc1C(=O)O)C(N)=O,-5,0.1,-0.9,11,-0.4,1.5,-0.3,68*,.
CC(C)Nc1nc(NCCN2CCCC2)c2sc(-c3ccccc3)cc2n1,8,-7.1,2.6,0,-0.2,.,.,15,-1.1
CCC(C)C(N)C(=O)NC(CCC(=O)OCc1ccccc1)C(N)=O (centres undefined),1,0.0,0.6,3,.,-1.5,-1.2,-4,-0.8
CC(C)(C)c1ccc(OCc2ccc(C(=O)N/N=C/c3ccc([N+](=O)[O-])cc3)o2)cc1,2,-0.2,.,1,i,-0.1,-0.1,11,-0.7
COc1ccc(CN2CSC(=S)N(Cc3ccc(OC)cc3)C2)cc1,-4,-3.3,-0.5,-3,1.4,0.7,9.3,-4,.
C=CCNC(=O)C1CC1(c1ccc(C)cc1)c1ccc(C)cc1 (centres undefined),-1,0.0,-0.3,26,-0.5,2.0,-0.8,-5,1.7
O=C(NCCN1CCOCC1)c1cc(S(=O)(=O)NCCCN2CCCC2=O)ccc1Cl,-1,-4.2,.,-4,-0.6,-0.1,-0.8,7,0.6
COC(=O)C1=C(C)N(Cc2ccccc2)C(=S)N[C@H]1c1cccc(C(F)(F)F)c1,-1,-1.2,0.0,3,-0.8,1.4,9.4,3,-1.2
COc1ccc(OC)c(NC(=O)COC(=O)/C=C/c2ccc(Cl)cc2)c1,-3,-2.0,.,33,-0.2,-1.0,0.4,4,-1.5
O=C(c1cccc(S(=O)(=O)N2CCOCC2)c1)N1CCCc2ccccc21,-3,-0.9,.,24,-26,0.1,0.7,3,0.8
CCSC1(SCC)N=C(N)C2(C#N)C(c3ccccc3)NC(C)=C(C)C12C#N (centres undefined),0,-1.0,.,-3,.,.,6.0,-3,0.6
CC1CCN(S(=O)(=O)c2cc(C(=O)Nc3ccccn3)ccc2Br)CC1,-1,-2.2,0.4,6,-0.4,0.5,-0.3,3,.
O=C(NCCC(c1ccccc1)c1ccccc1)c1ccc(Br)o1,-2,-2.5,.,-6,i,0.2,1.5,9,1.5
Cc1cccc(NC2=NC(=S)N(c3ccc(C(=O)O)cc3)C23CCCCC3)c1,3,-1.6,.,3,i,-0.2,-0.6,0,-0.1
O=C(Cn1c2ccc(F)cc2c2nc3n(c(=O)c21)CCS3)Nc1ccccc1C(F)(F)F,14,-5.9,-0.9,17,-0.4,-1.7,0.9,-2,.
Fc1cccc(CSc2nc3ccncc3[nH]2)c1,0,-2.8,0.6,7,-0.3,-0.3,-2.0,11,3.5

# Part of the list above, with values under each structure.
# Values in the order – Mtb FBA inh | FadD28 binding | TcdB inh | Y pestis TopoI | BH1578 lux ind | UGM FP inh | PfHsp40 rescue | GDH-TPI inh | BioA inh
O=C(Cn1c2ccc(F)cc2c2nc3n(c(=O)c21)CCS3)Nc1ccccc1C(F)(F)F
    14 | -5.9 | -0.9 | 17 | -0.4 | -1.7 | 0.9 | -2 | .
COc1ccc(OC)c(NC(=O)COC(=O)/C=C/c2ccc(Cl)cc2)c1
    -3 | -2.0 | . | 33 | -0.2 | -1.0 | 0.4 | 4 | -1.5

# The listing continues:
SMILES,Mtb FBA inh,FadD28 binding,TcdB inh,Y pestis TopoI,BH1578 lux ind,UGM FP inh,PfHsp40 rescue,GDH-TPI inh,BioA inh
COc1ccc2cc1Oc1ccc(cc1)C[C@H]1c3c(cc4c(c3Oc3cc5c(cc3OC)CCN(C)[C@@H]5C2)OCO4)CCN1C,1,-5.2,0.8,-4,0.3,2.7,0.4,12,0.0
O=C(CN(C(=O)Cn1nnc(-c2cccs2)n1)c1cnc2ccccc2c1)NCC1CCCO1 (centres undefined),2,-0.6,.,9,i,-0.1,1.4,0,5.9
CCOC(=O)Cn1c(N2CCCCCC2)nc2c1c(=O)[nH]c(=O)n2C,-3,-1.5,.,2,-1.0,-1.7,-1.2,8,0.5
COc1ccc(Br)cc1S(=O)(=O)N1CC(C)OC(C)C1 (centres undefined),1,-0.6,.,5,-0.3,-2.1,-1.1,4,.
COc1cc(/C=N/NC(=O)c2ccccc2O)ccc1OC(=O)CC1SC(=O)NC1=O (centres undefined),2,-4.9,-1.8,4,i,2.7,-0.5,19,.
O=C(CCC(=O)N(c1ccc(F)cc1)C(C(=O)NC1CCCC1)c1ccncc1)Nc1cccnc1 (centres undefined),0,-1.0,.,-2,0.4,-0.2,-0.7,-10,1.0
O=C(COC(=O)c1ccccc1Nc1ccc(SC(F)F)cc1)NC1CC1,2,-3.5,-0.8,40,-0.1,-1.1,0.2,4,.
Cc1ccc(S(=O)(=O)N2CCCCC2)cc1NC(=O)CCNC(=O)c1ccccc1,-1,.,1.3,3,i,-1.0,-1.1,-13,-0.5
CC1(C)CNC(=O)c2sc(NC(=O)c3ccccc3Cl)nc2C1,13,-4.2,0.7,3,-3.3,3.2,0.7,-2,-0.2
Cc1ccc2nc(CSc3nnc(-c4ccco4)o3)cc(=O)n2c1,4,-0.4,.,-8,-0.7,0.8,-0.1,28,.
Cc1ccc(S(=O)(=O)N2CCN(C(=O)CN3CCOCC3)C2c2ccccc2)cc1 (centres undefined),-4,-1.4,.,-7,-0.2,1.4,1.0,3,-0.3
CCOC(=O)c1ccc(/C=N/O)[n+](Cc2ccccc2)c1,-1,0.3,-0.8,7,-0.9,0.1,-1.1,25,-0.4
COC(=O)CN(c1ccc(OC)cc1)S(=O)(=O)c1c(C)noc1C,1,-6.5,.,-4,0.4,-2.0,-1.2,6,-1.7
O=C(Nc1ccccn1)C1CCN(S(=O)(=O)c2ccc3ccccc3c2)CC1,9,0.1,-1.2,-1,i,.,0.3,11,.
O=C(N/N=C/C=C/c1ccco1)c1cccs1,0,-4.5,1.6,9,-0.3,-0.3,-0.4,46*,.
CC(C)CCn1nnnc1CN1CCN(c2ccc(F)cc2)CC1,0,1.5,0.7,25,-0.3,1.4,0.1,2,.
COc1cc([N+](=O)[O-])ccc1NC(=O)Nn1cnnc1,-1,-0.4,1.0,4,0.2,-0.4,-0.3,15,-0.6
CCCN(CCC)S(=O)(=O)c1ccc(C(=O)NNc2nc(-c3ccccc3)c3cc(Br)ccc3n2)cc1,-3,-6.8,0.9,-3,-0.3,-0.9,0.2,-1,.
CN(CC(=O)NC1CCCC1)S(=O)(=O)c1cccc(Cl)c1,1,-2.1,0.7,-7,i,0.8,-0.1,0,-1.5
Cc1ccc(C(=O)N/C(=C/C=C\c2ccccc2)C(=O)NCc2ccco2)cc1,1,-1.2,-0.3,8,-0.3,-3.3,5.3,16,.
O=S(=O)(Nc1ccc(O)c(Sc2nc3ccccc3s2)c1)c1cccc2ccccc12,-3,-7.5,.,-12,-0.3,-0.1,13,1,.
CCOC(=O)c1nc(NNC(C)=O)sc1C,1,-2.7,-0.8,5,i,-0.9,0.4,-6,.
O=C(NCC1CCCO1)c1ccc(Cl)c(S(=O)(=O)N2CCCCC2)c1 (centres undefined),0,0.3,-0.4,-2,-0.5,-5.4,0.2,2,-5.8
CC(=O)OCC(=O)[C@@]1(O)CC[C@H]2[C@@H]3CCC4=CC(=O)C=C[C@]4(C)[C@@]3(Cl)[C@@H](Cl)C[C@@]21C,0,-2.5,0.9,-8,-0.1,-1.8,-0.7,3,-0.4
CCN(Cc1ccncc1)C(=O)c1ccco1,-1,-2.7,-0.4,-2,i,-0.5,-0.2,-4,-1.0
CCCC1(c2ccccc2)NC(=O)N(CC(=O)Nc2ccccc2C(F)(F)F)C1=O (centres undefined),1,-2.5,0.2,-8,-0.3,1.1,0.3,-5,1.4
CCCOc1ccc(F)cc1-c1cc(C(=O)NCc2ccc(C(F)(F)F)cc2)[nH]n1,-1,-0.5,.,19,i,.,.,6,2.7
CCOc1ccc(CN(C)C(=O)CNC(=O)c2ccccc2)cc1,3,-1.9,0.7,1,i,0.4,0.4,2,.
COc1cc(-c2cc3nc(NC4CCCCC4)ccn3n2)cc(OC)c1OC,31*,-1.8,1.8,2,-0.2,.,.,11,0.2
Cc1cc(CNC[C@H]2O[C@@H](n3ccc(N)nc3=O)[C@H](O)[C@@H]2O)no1,-4,-2.1,-0.4,-3,-0.6,.,.,-1,-4.0

# An excerpt of these results, with values under each structure.
# Value order – Mtb FBA inh, FadD28 binding, TcdB inh, Y pestis TopoI, BH1578 lux ind, UGM FP inh, PfHsp40 rescue, GDH-TPI inh, BioA inh
> O=C(NCC1CCCO1)c1ccc(Cl)c(S(=O)(=O)N2CCCCC2)c1 (centres undefined)
    0, 0.3, -0.4, -2, -0.5, -5.4, 0.2, 2, -5.8
> CCOC(=O)c1nc(NNC(C)=O)sc1C
    1, -2.7, -0.8, 5, i, -0.9, 0.4, -6, .
